Screening results as filed in PubChem BioAssay.
KCNK9 inh: KCNK9 potassium channel inhibitors, primary screen, HEK293 cells, thallium flux | FluxOR thallium flux fluorescence; active compounds read low | 310,000 tested, 1.2% active | AID 488922, 2010 | B-score at 10 µM;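 active = ratio B-score over 3 SD below the library mean, with starting fluorescence within 5 SD of its mean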;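 also: negative B-score means less thallium flux so channel inhibition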
Target sequence (Q9NPC2 whole entry, looked up): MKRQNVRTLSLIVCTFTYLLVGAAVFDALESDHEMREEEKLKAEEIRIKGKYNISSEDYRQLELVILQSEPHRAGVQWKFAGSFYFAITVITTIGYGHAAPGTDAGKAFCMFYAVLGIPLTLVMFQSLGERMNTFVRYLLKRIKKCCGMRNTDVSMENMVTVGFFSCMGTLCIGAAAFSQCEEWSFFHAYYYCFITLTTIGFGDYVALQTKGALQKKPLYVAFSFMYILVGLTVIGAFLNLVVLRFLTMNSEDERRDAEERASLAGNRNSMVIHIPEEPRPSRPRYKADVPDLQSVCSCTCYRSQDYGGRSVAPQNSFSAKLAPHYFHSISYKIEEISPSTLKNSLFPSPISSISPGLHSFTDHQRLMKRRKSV
RGS4 block: RGS4 inhibitors, primary screen, cell-based, HEK293 M3R inducible RGS4, calcium flux; Regulator of G-protein signaling 4 (Homo sapiens), P49798; Fluo-4 calcium flux; active compounds read high; triggered by carbachol at its EC20; B-score at 10 µM; 310,000 tested, 0.45% active; AID 463165, 2010;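 active = B-score, a plate-corrected calcium signal, over three deviations above library mean, with baseline fluorescence within five deviations of library mean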;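 also: RGS4 expression induced by doxycycline in cells with stable M3 receptor; B-score is computed from the integrated fluorescence ratio over baseline after carbachol; higher B-score means a larger calcium signal and so more RGS4 inhibition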
Target sequence (P49798 whole entry, looked up): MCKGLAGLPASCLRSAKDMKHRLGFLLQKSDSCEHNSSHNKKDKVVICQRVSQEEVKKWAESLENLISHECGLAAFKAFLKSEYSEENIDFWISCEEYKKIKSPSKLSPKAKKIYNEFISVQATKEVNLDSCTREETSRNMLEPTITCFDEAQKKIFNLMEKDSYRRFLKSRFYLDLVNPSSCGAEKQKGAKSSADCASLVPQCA
KCNQ1 pot: potentiators or activators of KCNQ1 channel, primary screen, cell-based, thallium flux, high-throughput | 310,000 tested, 0.35% active | B-score at 10 µM | CHO-K1 KCNQ1, thallium flux FluxOR fluorescence; active compounds read high;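 active = fluorescence ratio B-score, a plate-corrected score, at least three library SD, with initial intensity B-score within 5 SD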
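Material: CHO-K1 cells stably expressing KCNQ1. Medium: assay buffer for compound exposure, DMSO matched across wells. Reagent: K+/Tl+ depolarizing stimulus. Compound dosing: single-concentration screen. Times: 37 °C overnight plating, 90-min dark dye load, 20-min compound pretreatment. Technique: FluxOR Tl+ flux fluorescence.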
RGS4 pot: RGS4 potentiators or activators, primary screen, cell-based, HEK293 M3R inducible RGS4, calcium flux. 310,000 tested, 0.92% active. carbachol calcium flux Fluo4; active compounds read low. AID 463111, 2010. B-score at 10 µM;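 active = B-score of the integrated calcium signal more than 4 SD below the library mean, with starting fluorescence not abnormally high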;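 also: negative B-score means reduced calcium response which marks RGS4 activation or potentiation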
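Assay system: Inducible-RGS4 HEK293 cells carrying M3 receptor | Schedule: Compound preincubation 20 min at room temperature before agonist | Signal: Kinetic calcium fluorescence imaging with Fluo4-AM dye, 2 µM | Read-out basis: B score from integrated fluorescence ratio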
hERG protect: hERG rescue from dofetilide block, primary screen, cell-based, CHO-hERG, FluxOR thallium flux, dofetilide IC70. dofetilide IC70 present. 310,000 tested, 0.51% active. activation (rescue from dofetilide block), less the hit threshold, % at 10 µM. Voltage-gated inwardly rectifying potassium channel KCNH2 (Homo sapiens), Q12809;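 active = activation above the mean of controls blocked by dofetilide plus 5 SD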;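 also: thallium influx through hERG after potassium depolarization seen as dye fluorescence rise; in these data hits start at about 4.7%; inactives centre near -7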
HDAC3 inhib: HDAC3 deacetylase inhibitors, primary screen, biochemical, fluorescence, cell-free homogeneous | inhibition, % at 8.3 µM | recombinant HDAC3, fluorogenic peptide/trypsin coupled | 320,000 tested, 0.15% active; in the data active = inhibition above about 26%, passing the limit was not always enough; inconclusive = no clear call, values can overlap the other calls
Target sequence (O15379 whole entry, looked up): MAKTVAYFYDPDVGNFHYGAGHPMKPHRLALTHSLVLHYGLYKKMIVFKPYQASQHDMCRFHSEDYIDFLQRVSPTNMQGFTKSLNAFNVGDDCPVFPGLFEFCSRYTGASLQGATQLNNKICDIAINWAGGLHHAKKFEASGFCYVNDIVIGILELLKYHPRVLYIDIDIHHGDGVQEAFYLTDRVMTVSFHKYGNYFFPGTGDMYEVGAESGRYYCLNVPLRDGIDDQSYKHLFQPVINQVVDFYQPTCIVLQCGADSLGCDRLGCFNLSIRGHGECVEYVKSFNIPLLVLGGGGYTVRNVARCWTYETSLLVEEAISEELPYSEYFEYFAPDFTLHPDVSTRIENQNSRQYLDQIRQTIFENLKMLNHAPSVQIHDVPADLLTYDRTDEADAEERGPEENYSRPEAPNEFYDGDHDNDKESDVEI
SKKanGAS inh: S. pyogenes SKKanGAS growth inhibitors in kanamycin, primary screen, streptokinase expression inhibitor project, SKKanGAS strain, BacTiter-Glo luminescence | inhibition, % at 7.5 µM | AID 1662, 2009 | 6 h | 300,000 tested, 1.3% active;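 active = mean replicate score, as percent of positive control median, at least 50; inconclusive = mean below 50 but one replicate at or above 50; inactive = mean and every replicate below 50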;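 also: strain carries kanamycin resistance gene driven by streptokinase promoter and grows in 40 µg/ml kanamycin; loss of luminescence reflects streptokinase promoter inhibition or plain growth inhibition; 0% = median of DMSO wells and 100% = positive control at its reference dose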
TMEM16A inh: TMEM16A chloride channel inhibitors, primary screen, cell-based, HTS; HEK293 TMEM16A/YFP iodide influx fluorescence, ionomycin; normalized B-score (activity score, 25-100; higher = stronger inhibition) at 10 µM; Anoctamin-1 (Mus musculus), Q8BHY3; 310,000 tested, 1.2% active;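 active = ratio plate-corrected score three or more library SD toward inhibition, starting fluorescence score within five deviations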;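 also: score derived from kinetic fluorescence span divided by baseline fluorescence per well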
TMEM16A act: TMEM16A chloride channel activators or potentiators, primary screen, cell-based, HTS. Anoctamin-1 (Mus musculus), Q8BHY3. HEK293 TMEM16A/YFP-H148Q/I152L, iodide quench fluorescence; active compounds read low. B-score at 10 µM. 340,000 tested, 0.3% active;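 active = fluorescence-ratio B-score plate-corrected deviation score at least 3 library SD below zero, with starting fluorescence score within 5 deviations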;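 also: channel opened by trigger with iodide after compound preincubation; score built on the fluorescence ratio of max minus min over baseline; more negative score means more quench and so TMEM16A activation or potentiation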
KCNQ1 block: inhibitors of human KCNQ1 channel, primary screen, cell-based, thallium flux, high-throughput; CHO-K1 KCNQ1, FluxOR thallium flux fluorescence; active compounds read high; B-score at 10 µM; Potassium voltage-gated channel subfamily KQT member 1 (Homo sapiens), P51787; 310,000 tested, 1.3% active;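 active = compounds whose thallium flux B-score, printed positive for inhibition, exceeds three library SD while starting fluorescence stays within three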;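 also: channel opened by potassium depolarization with thallium stimulus after 20 min compound exposure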
KCNK3 inh: human KCNK3 channel inhibitors, primary screen, CHO cells, FluxOR thallium flux, B-score. FluxOR fluorescence; active compounds read low. Potassium channel subfamily K member 3 (Homo sapiens), O14649. 340,000 tested, 0.84% active. B-score at 10 µM;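 active = B-score under library mean minus 4 SD, starting fluorescence ratio at most library mean plus 5 SD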;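 also: more negative B-score means stronger inhibition of thallium flux through KCNK3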
Active calls of the source: *; i = inactive; ? = inconclusive; . = not tested or not shown.

mol	KCNK9 inh	RGS4 block	KCNQ1 pot	RGS4 pot	hERG protect	HDAC3 inhib	SKKanGAS inh	TMEM16A inh	TMEM16A act	KCNQ1 block	KCNK3 inh
CC(=O)c1c(Cl)nc2ccc(Br)cc2c1-c1ccccc1	i	i	i	i	-4	4	22	i	i	i	i
CC(=O)N1CCCc2cc(S(=O)(=O)N3CCCC(C(=O)Nc4cccc(F)c4)C3)ccc21 (configuration not stated)	i	i	i	i	-13	-8	-12	i	i	i	i
COC(=O)C1CCN(C(=O)COc2cc3sc(C)nc3c3sccc23)CC1	i	i	i	i	-12	-2	-13	i	i	i	i
O=C(Cc1nc2ccccc2[nH]1)NCc1ccco1	i	i	i	i	-2	-2	15	i	i	i	i
Cc1cccc(Nc2ncnc(N)n2)c1	i	i	i	i	-2	-12	-4	i	i	i	i
CN(C)C(=O)N1CCN(C(=O)N2CCOCC2)CC1	i	i	i	i	-13	1	16	i	i	i	i
O=C(CCCN1C(=O)/C(=C/c2ccccc2Cl)SC1=S)NNC(=O)c1ccccc1	i	i	i	i	-3	0	3	i	i	i	i
O=S(=O)(c1ccc(Br)s1)N1CCN(c2ccnc3cc(Cl)ccc23)CC1	i	i	i	i	-4	-15	26	i	i	i	i
CCC[N+](CC#Cc1ccccc1)(CCC)CC(=O)c1ccc(Cl)cc1	i	i	i	i	-19	-6	-4	i	i	i	i
O=C(NCCN1CCCCC1)Nc1ccc([N+](=O)[O-])cc1	i	i	i	i	-8	-7	1	i	i	i	i
CC(C)n1cnc2cc(NC(=O)c3ccco3)ccc21	i	i	i	i	-7	3	-6	i	i	i	i
COc1ccc(CNC(=O)CN2CCN(c3cccc(C)c3C)CC2)cc1	i	i	i	i	-5	-2	-4	i	i	i	i

Remaining list, next part.
mol	KCNK9 inh	RGS4 block	KCNQ1 pot	RGS4 pot	hERG protect	HDAC3 inhib	SKKanGAS inh	TMEM16A inh	TMEM16A act	KCNQ1 block	KCNK3 inh
CN(C(=O)CCS(=O)(=O)c1ccc2c(c1)oc(=O)n2C)C1CCCCC1	i	i	i	i	-4	-6	-7	i	i	i	i
CCNC(=S)N(CCc1c(C)[nH]c2ccc(C)cc12)Cc1ccco1	i	i	i	i	-24	-5	5	i	i	i	i
CC(C)COC(=O)c1ccc(N2C(=O)c3ccccc3C2=O)cc1	i	i	i	i	0	-1	8	i	i	i	i
Cc1ccc(-n2c(N)c(C(N)=O)sc2=S)c(C)c1	i	i	i	i	-7	0	8	i	i	i	i
CCOc1ccc(C(=O)Nc2ccc(N3CCN(S(C)(=O)=O)CC3)cc2)cc1[N+](=O)[O-]	i	i	i	i	-16	-4	-8	i	i	i	i
CCOc1ccc(NC(=O)c2c(NC(=O)CNCCN3CCOCC3)sc3c2CCC3)cc1	i	i	i	i	-11	-3	90*	i	i	i	i
CCOCC(=O)Nc1cccc(SC)c1	i	i	i	i	-8	-6	2	i	i	i	i
O=C(c1ccncc1)N1CCN(C(=O)c2ccco2)CC1	i	i	i	i	-4	-8	-2	i	i	i	i
COc1ccc(C(=O)Nc2ccccc2C(=O)NCc2ccco2)cc1	i	i	i	i	-3	-3	-1	i	i	i	i
C=C1CCN([C@@H](C)C(=O)OCc2ccc(C)cc2)S(=O)(=O)c2ccccc21	i	i	i	i	-8	-1	-9	i	i	i	i
COC(=O)C1C/C(=N\NS(=O)(=O)c2ccc(C)cc2)c2ccsc2C1 (configuration not stated)	i	i	i	i	-3	7	6	i	i	i	i
CCCC(c1nnnn1C1CCCC1)N1CCN(C(=O)c2ccco2)CC1 (configuration not stated)	i	i	i	i	-10	-2	-3	i	i	i	i

Remaining list, next part
mol	KCNK9 inh	RGS4 block	KCNQ1 pot	RGS4 pot	hERG protect	HDAC3 inhib	SKKanGAS inh	TMEM16A inh	TMEM16A act	KCNQ1 block	KCNK3 inh
CCOC(=O)C1CCN(c2ncnc3c2cnn3-c2ccccc2)CC1	i	i	i	i	-17	?	-13	i	i	i	i
Cc1ccc(C)c(NC(=O)CN(C)C(=O)c2nn(C)c(=O)c3ccccc23)c1	i	i	i	i	-8	1	-3	i	i	i	i
COc1cc(CN2CCCC(CCC(=O)NCc3ccc(C)o3)C2)cc2c1OCO2 (configuration not stated)	i	i	i	i	-7	?	-9	i	i	i	i
C=CCn1c(=O)c2c(nc3n2CCCN3CCc2ccc(OC)c(OC)c2)n(C)c1=O	i	i	i	i	-8	6	-4	i	i	i	i
Cc1ccc(S(=O)(=O)NC(=O)NCc2ccc(Cl)cc2)cc1	i	i	i	i	-5	-2	5	i	i	i	i
Cc1ccc(C2CC(=O)C(C=NCCN3CCN(C(=S)Nc4ccccc4)CC3)=C(O)C2)cc1 (configuration not stated)	i	i	i	i	-12	6	-2	i	i	i	i
CCc1nnc(NC(=O)CSc2nnc(-c3ccoc3C)n2-c2cccc(C)c2)s1	i	i	i	i	-2	8	-3	i	i	i	i
Nc1nc2ccc(C(=O)Nc3ccccc3)cc2s1	i	i	i	i	-2	10	7	i	.	i	i
COC(=O)c1cc2c(cc1NC(=O)CSCCc1ccccn1)OCO2	i	i	i	i	-4	-4	-1	i	i	i	i
COc1ccc(C=O)cc1COc1ccccc1F	i	i	i	i	-1	7	3	i	i	i	i
COC1CCCCC1NS(=O)(=O)c1ccc(Cl)cc1 (configuration not stated)	i	i	i	i	-10	-2	-3	i	i	i	i
CCc1ccc(N2CC(C(=O)N3CCN(c4ccccn4)CC3)CC2=O)cc1 (configuration not stated)	i	i	i	i	-9	-3	-8	i	i	i	i

Remaining list, next part.
mol	KCNK9 inh	RGS4 block	KCNQ1 pot	RGS4 pot	hERG protect	HDAC3 inhib	SKKanGAS inh	TMEM16A inh	TMEM16A act	KCNQ1 block	KCNK3 inh
COc1ccc(NC(=O)CN(C)C(=O)c2cc3c(s2)CCC(C)C3)cc1 (configuration not stated)	i	i	i	i	-13	-4	-3	i	i	i	i
CCOc1ccccc1NC(=O)c1ccc(S(=O)(=O)N2CCOCC2)cc1	i	i	i	i	-2	-3	-1	i	i	i	i
O=Cc1c[nH]c2ccc(S(=O)(=O)N3CCOCC3)cc12	i	i	i	i	-7	-3	-3	i	i	i	i
O=C(O)COc1ccc(/C=N/NC(=O)C2CCCN2S(=O)(=O)c2ccc(Cl)cc2)cc1 (configuration not stated)	i	i	i	i	-5	8	-1	i	i	i	i
O=S(=O)(c1ccc(Cl)s1)N1CCN(C/C=C/c2ccccc2)CC1	i	i	i	i	-7	8	0	i	-7*	i	i
COc1cccc(CN2CCNC(=O)C2CC(=O)N(C)C2CCOCC2)c1 (configuration not stated)	i	i	i	i	-6	1	-5	i	i	i	i
COC(=O)C1CCN(c2cc(Cl)nc(N)n2)CC1	i	i	i	i	-8	3	0	i	i	i	i
CCCCn1c(N)c(N(CCC(C)C)C(=O)CC2CCCCC2)c(=O)[nH]c1=O	i	i	i	i	-12	1	-6	i	i	i	i
CCCC(=O)C1=C(O)C(C(=O)OC)C(C)(C)CC1=NCCc1ccc(OC)c(OC)c1 (configuration not stated)	i	i	i	i	-21	8	0	i	i	i	i
Cc1cc(C)c(NC(=O)CNC(=O)COC(=O)CNC(=O)c2ccc(Cl)cc2Cl)c(C)c1	i	i	i	i	-9	-6	-15	i	i	i	i
COc1cccc2[nH]c(C(=O)NCCc3ccccc3)cc12	i	i	i	i	-5	-25	-5	i	i	i	i
O=S(=O)(c1cccc(-c2nnc(-c3cccnc3)o2)c1)N1CCCCC1	i	i	i	i	-21	-5	-3	i	i	i	i

Continuation:
mol	KCNK9 inh	RGS4 block	KCNQ1 pot	RGS4 pot	hERG protect	HDAC3 inhib	SKKanGAS inh	TMEM16A inh	TMEM16A act	KCNQ1 block	KCNK3 inh
COC(=O)C(C)Sc1ccc2nnc(CCNS(=O)(=O)c3ccc(C)cc3)n2n1 (configuration not stated)	i	i	i	i	-22	-3	-4	i	i	i	i
CC(O)[C@H]1CN=C(N)N1CC(C)(C)C (some centres not stated)	i	i	i	i	-1	-4	-2	i	i	i	i
COc1ccc(-c2nnc(NC(=O)CSc3ccc(Cl)cc3)s2)cc1OC	i	i	i	i	-3	1	-8	i	i	i	i
CCOC(=O)C(NCc1ccccc1)(NC(=O)c1ccccc1)C(F)(F)F (configuration not stated)	i	i	i	i	-4	-1	2	i	i	i	i
O=C(Nc1ccc(F)cc1F)c1ccc2c(c1)OCCO2	i	i	i	i	1	0	8	i	i	i	i
COc1cccc(N=C2NC(=O)/C(=C/c3cc([N+](=O)[O-])ccc3O)S2)c1	i	i	i	i	-10	.	43	i	i	7*	i
CC1(C)c2ccccc2N2CC(=O)N[C@@]21/C=C/C=C/c1ccccc1	i	i	i	i	-11	11	5	i	i	i	i
CC(=O)N1CCN(CC(=O)Nc2ccc(SC(F)F)cc2)CC1	i	i	i	i	-8	3	10	i	i	i	i
COC(=O)C1=C2SC(C)C(=O)N2C(N)=C(C#N)C1c1cc(OC)c(OC)c(OC)c1 (configuration not stated)	i	i	i	i	-1	5	-3	i	i	i	i
CC(C)Oc1ccc(CN2CCCC(CO)(Cc3ccccc3)C2)cc1CO (configuration not stated)	i	i	i	i	-6	-4	1	i	i	i	i
Cc1ccc(C(=O)OCC(=O)NCc2ccco2)s1	i	i	i	i	-11	-7	2	i	i	i	i
Nc1nc(SCC(=O)Nc2ccccc2Sc2ccc(Cl)cc2)n[nH]1	i	i	i	i	-10	5	3	i	i	i	i
COC(=O)COc1ccccc1/C=C1/NC(=O)NC1=O	i	i	i	i	-6	0	1	i	i	i	i
Cc1cccc(-c2nc(CN3CCN(Cc4cccc(F)c4)CC3)c(C)o2)c1	i	i	i	i	-4	3	-2	i	i	i	i
